12-LOX inh: inhibitors of human 12S-lipoxygenase ALOX12. purified 12hLO, xylenol orange hydroperoxide absorbance. 580,000 tested, 1.1% active. Potency, µM (series often up to 108 µM), for the others: at the highest dose activity change, negative = inhibition, actives largely listed as inhibitors. AID 1671190. P18054; active = well fitted inhibition curve with a large enough effect; inconclusive = small, poorly fitted or top-dose-only effect, or another doubt; inactive = no such curve, though single readings can be large or run the other way
Target sequence (P18054 whole entry, looked up): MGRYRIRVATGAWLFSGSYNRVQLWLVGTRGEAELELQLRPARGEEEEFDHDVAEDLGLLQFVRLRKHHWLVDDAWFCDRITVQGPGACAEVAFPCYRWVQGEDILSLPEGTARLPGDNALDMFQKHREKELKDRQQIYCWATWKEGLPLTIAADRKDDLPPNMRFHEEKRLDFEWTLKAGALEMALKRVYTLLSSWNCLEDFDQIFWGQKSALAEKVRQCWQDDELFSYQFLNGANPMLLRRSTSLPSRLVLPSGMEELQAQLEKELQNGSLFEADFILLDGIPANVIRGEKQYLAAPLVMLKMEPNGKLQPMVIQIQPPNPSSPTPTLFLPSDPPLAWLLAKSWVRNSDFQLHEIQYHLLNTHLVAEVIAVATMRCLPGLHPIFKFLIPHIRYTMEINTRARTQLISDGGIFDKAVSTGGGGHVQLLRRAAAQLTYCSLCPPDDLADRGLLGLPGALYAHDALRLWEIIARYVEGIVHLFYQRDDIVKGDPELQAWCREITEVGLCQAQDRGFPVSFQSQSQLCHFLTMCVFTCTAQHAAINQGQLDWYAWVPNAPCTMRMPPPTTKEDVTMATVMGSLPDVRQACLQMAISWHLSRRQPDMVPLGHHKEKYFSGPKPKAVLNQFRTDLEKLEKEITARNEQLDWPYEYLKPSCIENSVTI
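Hydroperoxide product was detected by ferrous iron/xylenol orange as the 573 to 405 nm absorbance ratio. Arachidonic acid at 40 uM (final) was turned over for 30 min at room temperature by 150 nM human 12hLO, pH 7.0 Hepes buffer, after 15 min compound preincubation.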
* = called active by the depositor; ? = inconclusive; [ ] = another dose, or the depositor's remark. % is set by controls: 0 for no effect and ±100 for the full control effect; potency is the fitted concentration of half-maximal effect.

molecule | 12-LOX inh
N#Cc1cccc(C(=O)NC2CCCN(c3cc(-c4ccc(Cl)cc4)[nH]n3)C2)c1 (centres undefined) | ?
CC(=O)N1CCC(N2C[C@@H]3C[C@H](C2)c2c(NC(=O)NC4CCCCC4)ccc(=O)n2C3)CC1 | 7%
CN1C(=O)C2(CCN(Cc3ccc(C(F)(F)F)cc3)C2)c2ccccc21 (centres undefined) | 87%[activator]
C#CCN(C[C@H]1[C@H](OC(=O)NCCCCCC)[C@H](OC(=O)NCCCCCC)CN(C(=O)OC(C)C)N1C(=O)OC(C)C)S(=O)(=O)c1ccc(C)cc1 | ?
O=C1CC2CCN(Cc3nc4ccccc4s3)CC2CCN1 (centres undefined) | 4%[6.33 µM]
CN1C(=O)CC[C@]2(C(=O)NCc3cc(F)ccc3F)CCCC[C@@H]12 | 13%
Fc1ccc2nc(-c3ccc(CN4CCC(c5nc6ccccc6[nH]5)CC4)cc3)c(-c3ccccc3)nc2c1 | ?
COc1ccc(C(=O)NC[C@H]2O[C@@H](CC(=O)NCCN(C)C)[C@H](O)[C@@H]2O)cc1 | ?
CCC(C)NC(=O)C1COC2(CCN(C(=O)c3ccc(OC)cc3)CC2)N1C(=O)c1ccc(C)cc1 (centres undefined) | 31%[activator]
CN1C(=O)C(c2ccccc2)CC12CCN(C(=O)c1ccccc1F)CC2 (centres undefined) | 50%[activator]
O=C(O)C[C@@H]1CCN(C(=O)C2CCC2)C[C@@H]1CCN1CCC(n2c(=O)[nH]c3ccccc32)CC1 | 18%
COc1ccc(C(=O)NC[C@H]2O[C@@H](CC(=O)Nc3ccccc3)[C@H](O)[C@@H]2O)cc1 | 31%[176 µM]
CC(C)CCNC(=O)C1CCc2sc(C(=O)N3CCCCC3)cc2C1 (centres undefined) | 21%
CNC(=O)N1CCC(C2CCN(C(=O)CCCC(=O)O)C2)CC1 (centres undefined) | -7%
CCn1nc(C)cc1C(=O)N1Cc2cnn(Cc3ccc(F)cc3)c2C1 | 31%[activator]
CCN(CC)C1(Cc2cc(CN(C)Cc3ccccc3)on2)COC1 | ?
CN(C)c1ccc(-c2nnnn2[C@H]2CO[C@H]3[C@@H]2OC[C@@H]3NC(=O)NCc2ccccc2)cc1 | 12%
O=[S+]([O-])(c1ccccc1)N1CC2(COCCN(Cc3ccccc3)C2)C1 | -1%[176 µM]
Cc1ncsc1CN1C(=O)CO[C@H](c2ccc(NC(=O)C3CCC3)cc2)[C@H]1CO | 26%[176 µM]
CCOc1cccc(CN2CCCC(COc3ccccc3C(=O)NC(C)C)C2)c1 (centres undefined) | 26%
CCc1nc(-c2ccc(OC3CCN(Cc4cccc(F)c4)C3)cc2)no1 (centres undefined) | 15%
CCNC(=O)NCC12CCCC=C1NC(=O)CC2 (centres undefined) | 57%[activator]
COCc1ncc(C)n1CCNC(=O)c1ccc(OC)nc1OC | 40%[activator]
CN(C)c1ccc(C(=O)N2CCN(C(=O)c3nnn4c3COC(c3ccc(Cl)cc3)C4)CC2)cc1 (centres undefined) | 23%
CC1=NS(=O)(=O)N(Cc2ccccc2C(F)(F)F)C=C1C(=O)O | -8%

Overlap with the part before: 5 compounds; new compounds follow.
molecule | 12-LOX inh
CCc1nc(-c2ccc(OC3CCN(Cc4cccc(F)c4)C3)cc2)no1 (centres undefined) | 15%
CCNC(=O)NCC12CCCC=C1NC(=O)CC2 (centres undefined) | 57%[activator]
COCc1ncc(C)n1CCNC(=O)c1ccc(OC)nc1OC | 40%[activator]
CN(C)c1ccc(C(=O)N2CCN(C(=O)c3nnn4c3COC(c3ccc(Cl)cc3)C4)CC2)cc1 (centres undefined) | 23%
CC1=NS(=O)(=O)N(Cc2ccccc2C(F)(F)F)C=C1C(=O)O | -8%
O=C(NCCc1cccs1)C1CCN(C(=O)c2ncn3c2COC(c2ccc(F)cc2)C3)CC1 (centres undefined) | 13%
Cn1c(-c2cccc(C(F)(F)F)c2)cc2cnc(Nc3cccc(Oc4ccccc4)c3)cc21 | ?
COCCOC(=O)N1CCC(COc2ccc3c(cnn3CCC(=O)O)c2)CC1 | -28%[176 µM]
COC(=O)[C@]12C[C@H](CC(=O)N3CCCC3)C(=O)N(CCC3=CCCCC3)C1=C[C@H](C(C)(C)C)O[C@@H]2C | -2%
COc1cc(NC(=O)CN2C(=O)NC3(CCC(C)CC3)C2=O)cc(OC)c1 (centres undefined) | ?
COCCNC(=O)c1nc(-c2ccc(Cl)cc2)c2ccccn12 | ?
O=C(c1ccsc1)N1CCN(C(=O)N2CC3CC(C2)[C@H]2CCCC(=O)N2C3)CC1 (some centres undefined) | 1%
COC(=O)[C@]1(S(=O)(=O)c2ccccc2)CC(=O)N(Cc2ccccc2)[C@@H]1c1ccccc1 | -54%
Cc1cccc(-c2noc(-c3nc(C)no3)n2)c1 | 41%[activator]
C[S+](=O)([O-])N1CCC2(CC1)C(=O)NN=C2c1ccccn1 | 35%[activator][176 µM]
CC[C@H](C)[C@H](N)C(=O)N1CCC2(CC1)Nc1ccccc1NC2=O | ?
Cn1ccc(C(=O)N2CC(CNC(=O)Nc3ccccc3)C3(C2)CN(c2ccccc2)C3)n1 (centres undefined) | 63%[activator]
CC(C)c1nc(NCc2ccccc2Cn2cccn2)c2cnn(C)c2n1 | 3%
COc1ccc(C2(C(=O)NCCc3ncc(C)n3CC3CC3)CC2)cc1 | 15%
CCCc1ccc(S(=O)(=O)N2CCN(C3CCN(CCOC)C3=O)CC2)cc1 (centres undefined) | 64%[activator]
COC[C@H]1C[C@@H](NCc2nccn2C)[C@H](O)[C@@H]1O | 67%[activator][176 µM]
Cc1ccoc1C(=O)N[C@@H]1CN(c2ncccn2)C[C@H]1CO | 24%
CCC(CC)C(=O)N1C[C@@H](CO)[C@H](c2nc(-c3ccncc3)no2)C1 | 44%[activator]
Cc1nn2c(c1-c1ccccc1[S+](C)(=O)[O-])N(C(=O)c1ccccc1)CCC2 | -3%[176 µM]
CN1CCCCCCN(C(=O)c2cc(CN3CCOCC3)on2)[C@H]2CCC[C@H]2C1=O | 39%
CCCn1cc(CCC(=O)Nc2ccc(Oc3cccnc3)cc2)c2ccccc21 | -3%
Cc1ccc2c(n1)N(C)[C@H](CO)CCN(C1CCN(C)CC1)C2 | 6%[176 µM]
Cc1ccsc1C(=O)Nc1ccc2c(N3CCCCC3)ncnc2c1 | 43%[activator]
COc1ccc(N2CCC[C@H]2/C=C/C(=O)OC(C)(C)C)cc1 | ?
Cc1noc(C)c1S(=O)(=O)N(C)Cc1ccccc1C(F)(F)F | 45%[activator]
CN(CC1CCOC1)C(=O)Nc1ccccc1F (centres undefined) | 27%
O=C(Cn1ccn2nc(-c3ccc(F)cc3)c(CO)c2c1=O)Nc1cccc(Br)c1 | 11%
COc1cccc(CN(C)C(C)c2cccs2)c1 (centres undefined) | 57%[activator][176 µM]
O=C(c1cnccn1)N1CCC(c2nc(C3CCOCC3)no2)CC1 | 30%
CCc1nc(-c2c3n(c(=O)n(Cc4ccccc4)c2=O)CCCCC3)no1 | 31%[activator]
N#Cc1ccc(C(=O)N2CCCN(C(=O)c3cccnc3)CCC(=O)NCC2)cc1 | -3%
Cc1ccccc1CC(=O)N1CCC2(CC1)NC(=O)N(c1ccccc1)N2 | 1.3µM*
CCCS(=O)(=O)N1CCC2(CC1)C(OC)C(=O)N2CC1CC1 (centres undefined) | 12%
Cc1cccc(-n2ncc3c2CCCC3NC(=O)CCC(F)(F)F)c1C (centres undefined) | 38%[activator]
CN(C)[C@H]1CCCCN(C(=O)c2ccc(CSc3ccccn3)cc2)C1 | -7%
CC(=O)N1CCC([C@@H]2CN(Cc3cccc(F)c3F)C[C@H]2CO)CC1 | 29%
O=C(c1cc(F)ccc1Cl)N1CCN(C(=O)c2nnn3c2COC(c2ccccc2)C3)CC1 (centres undefined) | 2%
CCc1nc2c(c(-c3ccc(Cl)cc3)n1)CN(Cc1ccccc1)CC2 | 14%
COCc1cn(C[C@H]2C[C@@H](NCc3nccs3)[C@H](O)[C@@H]2O)nn1 | -15%
CC(C)NC(=O)C[C@@H]1C[C@H]2O[C@H](CNC3CCNCC3)[C@@H](O)[C@H]2O1 | ?
CCCCOCCCNC(=O)C[C@H]1C[C@@]2(C(=O)OC)C(=C[C@H](C(C)(C)C)O[C@@H]2C)N(CCC2=CCCCC2)C1=O | -7%
CC(=O)c1cccc(C(=O)N2CCC3(CC2)NC(=O)N(Cc2cccc(Cl)c2)C3=O)c1 | 3%
CC(=O)Nc1cc(C(=O)N2CC3(C)CC2CC(C)(C)C3)cc2ncn(CCc3ccccn3)c12 (centres undefined) | -7%
COC(=O)C1=CN(CC(=O)Nc2cccc(F)c2)S(=O)(=O)N=C1C | 6%
O=C(NCc1cccnc1)O[C@H]1CC[C@@]23CCCN2C(=O)CCC[C@H]3[C@H]1Cc1ccccc1 | 0%
Cc1ccc(-c2cn3c(n2)CO[C@@H](CNC(C)C)C3)cc1 | 16%[176 µM]
Cn1cccc1C(=O)N1C[C@@H](CO)[C@H](c2ccncc2)C1 | 41%[activator]
CC(C)C(=O)N1CC(=O)N(C2CCCCC2)CC(OCc2ccccc2)C1 (centres undefined) | 33%
COc1cc([C@@H]2c3cc4c(cc3C(O[C@@H]3O[C@@H]5CO[C@@H](c6cccs6)OC5[C@H](O)[C@H]3O)C3COC(=O)[C@@H]32)OCO4)cc(OC)c1O (some centres undefined) | 21%
CC(=O)N1CCC[C@H]1C(=O)NCC1Cc2cc(Cl)cc(-c3ccc4[nH]ccc4c3)c2O1 (some centres undefined) | 8%

Structures listed above marked active in 12-LOX inh:
molecule | 12-LOX inh
Cc1ccccc1CC(=O)N1CCC2(CC1)NC(=O)N(c1ccccc1)N2 | 1.3µM*

Carrying on.
canonical_smiles	12-LOX inh
COc1ccc(CNC(=O)C[C@@H]2C[C@H]3O[C@H](CNCc4ccc(F)cc4)[C@@H](O)[C@H]3O2)cc1	31%
O=C(C1CCOCC1)N1CCC(c2noc(-c3cnccn3)n2)C1 (centres undefined)	39%[activator]
COc1ccc(CNC(=O)N2CCCC(c3nn[nH]n3)C2)cc1 (centres undefined)	-4%
COc1ccc2c3c(n(C)c2c1)[C@@H](CO)N(C(C)=O)CC31CN(Cc2nccs2)C1	?
O=C(Cn1nc2c(cc1=O)CCCCC2)NCCc1nc2ccccc2[nH]1	11%
O=C(CC1=CCCCC1)N1C[C@@H](CO)[C@H](c2ccccn2)C1	32%
COc1ccccc1NC(=O)Cn1c(-c2cccc(Cl)c2)nc(C)c(CCO)c1=O	3%
CCOc1ccccc1CN1CCC2(Cc3ccccc3CNC2=O)C1 (centres undefined)	?
CCS(=O)(=O)N1CCCC(CCC(=O)NCc2ccc(OC)cc2OC)C1 (centres undefined)	17%
COCCN1C(=O)CO[C@H]2CN(C3CCOCC3)C[C@H]21	18%[176 µM]
O=C(c1ccncc1)N1CCCCC1c1noc(COc2ccc(F)cc2)n1 (centres undefined)	33%[activator]
O=C(NC1CCN(c2ccc(F)cc2)C1=O)c1cccc(Br)c1 (centres undefined)	0%
COCC[C@]1(O)CCN(C(=O)CCCc2ccccc2)C[C@H]1C	40%[activator]
COc1ccc(C2Cn3cnc(C(=O)N4CCC(C(=O)NC5CCCC5)CC4)c3CO2)cc1 (centres undefined)	30%[activator]
Cc1cc(C)cc(NC(=O)Cn2c(-c3cccc(Cl)c3)nc(C)c(CCO)c2=O)c1	12%
CC(C)Oc1ccc2ccccc2c1CN1C[C@H](O)C[C@H]1C(=O)O	-7%
CC(C)Nc1ccnc(N2CCN(Cc3ccccc3F)C(CCO)C2)n1 (centres undefined)	91%[activator]
CCCNC(=O)C1Cn2cccc2C(=O)N1Cc1ccccc1 (centres undefined)	30%
C[C@@]1(NC(=O)Cc2ccccc2)OC[C@H]2CC[C@@H](C(=O)Nc3ccc(OC(F)(F)F)cc3)N2C1=O	4%
Cc1cnc(C2CCC2)n1CCNC(=O)c1cc(C2CC2)[nH]n1	38%[activator]

Some of these compounds in order of molecular weight, low to high:
canonical_smiles	12-LOX inh
CC(C)CCNC(=O)C1CCc2sc(C(=O)N3CCCCC3)cc2C1 (centres undefined)	21%
CCOc1cccc(CN2CCCC(COc3ccccc3C(=O)NC(C)C)C2)c1 (centres undefined)	26%
CC(=O)N1CCC(N2C[C@@H]3C[C@H](C2)c2c(NC(=O)NC4CCCCC4)ccc(=O)n2C3)CC1	7%
Cn1c(-c2cccc(C(F)(F)F)c2)cc2cnc(Nc3cccc(Oc4ccccc4)c3)cc21	?

Later entries
canonical_smiles	12-LOX inh
CCCS(=O)(=O)N1C[C@@H](Oc2ccccc2)C[C@H]1C(=O)N1CCOCC1	24%
CSc1ccc(-c2noc(-c3ncn4c3COC(c3ccc(F)cc3)C4)n2)cc1 (centres undefined)	-24%
Cc1ccc(-c2ccc3nnc(CNC(=O)c4cccnc4)n3n2)cc1C	12%
CCc1noc(CC2CCOC3(CCN(S(=O)(=O)c4cc(F)ccc4F)CC3)C2)n1 (centres undefined)	39%[activator]
CC(CCN1CCOCC1)NC(=O)c1cccc(NCC(=O)O)c1 (centres undefined)	-10%
Cc1ccc(NC(=O)Nc2ccc(C)n(CC(=O)NCCN3CCCC3)c2=O)cc1	6%
CCN(CC)C(=O)c1cccc(-c2ccc(OCCn3ccnc3)cc2)c1	56%[activator]
O=C(Nc1ccccc1)O[C@@H]1CO[C@H]2[C@@H]1OC[C@@H]2n1nnnc1-c1ccc2c(c1)OCCO2	2%
CCCN1CCN(C(=O)C2CCCN(c3cnc4nccnc4c3)C2)CC1 (centres undefined)	?
C[C@H]1C(C(=O)N(C)C2CCCCC2)=Cc2c(n(-c3ccc(F)cc3)c(=O)n2CCCOc2ccccc2)C=C1c1ccccc1	-9%
O=C(CC1CCN(C(=O)Cc2cccc(F)c2)C1)NC1CC1 (centres undefined)	22%
COCCn1nc2n(c1=O)CCN(C1CCSCC1)CC2	57%[activator]

Screening data (PubChem)

Some of the compounds tested; count on the stated rates, not on these rows.
